High-throughput results as filed in PubChem BioAssay.
GALR2 blocker: GALR2 antagonists in receptor-expressing cells, primary screen; Galanin receptor type 2 (Homo sapiens), O43603; antagonist mode; inhibition, % at 4 µM; actives 0.39% (n = 140,000); AID 828, 2007; in the data active = inhibition above about 27%;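 note: cells stimulated with galanin 1-16 at roughly its EC80; 0% = agonist challenge control and 100% = basal control without agonist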
Target sequence (O43603 whole entry, looked up): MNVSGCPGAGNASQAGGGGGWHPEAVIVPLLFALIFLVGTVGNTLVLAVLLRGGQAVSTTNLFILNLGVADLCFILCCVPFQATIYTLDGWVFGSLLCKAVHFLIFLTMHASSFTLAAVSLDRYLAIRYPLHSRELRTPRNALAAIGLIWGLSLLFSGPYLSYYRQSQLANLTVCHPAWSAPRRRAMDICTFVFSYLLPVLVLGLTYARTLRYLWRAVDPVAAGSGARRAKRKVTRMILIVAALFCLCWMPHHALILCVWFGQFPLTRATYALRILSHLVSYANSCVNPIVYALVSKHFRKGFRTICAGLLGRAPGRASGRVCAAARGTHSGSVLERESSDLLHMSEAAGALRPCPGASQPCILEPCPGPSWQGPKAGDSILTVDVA
Yeast life ext: compounds extending yeast replicative lifespan, primary screen, S. cerevisiae, OD615; S. cerevisiae growth with nicotinamide; deaD strain in restrictive glucose medium; inhibition of the nicotinamide effect, % at 10 µM; actives 0.68% (n = 130,000); AID 775, 2007;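 active = inhibition above a set limit, placed 3 SD over the median of all compounds, cut at about 26% in these data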;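 note: 0% = nicotinamide-treated wells and 100% = cells grown without nicotinamide; some compounds called inactive have numbers as strong as hits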
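Material: Modified budding yeast, DeaD strain | Medium: Restrictive glucose medium | Probe or stimulus: 1.5 mM nicotinamide | Dosing: Single dose 10 µM compound, 0.25% DMSO | Times: 48 h at 30 °C | Technique: OD615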
Measles CPE: compounds protecting cells from measles virus cytopathic effect, primary screen, measles RdRp inhibitor project, single point, MLSMR library, absorbance; protection (pct of control), % at 4 µM; actives 1.5% (n = 140,000); AID 841, 2007; Measles virus-infected cells, CPE protection; in the data active = protection mostly above about 24%, no sharp cut-off; inactive = mostly below about 26%; note: some compounds called inactive have numbers as strong as hits
MRP1 act: H69AR viability gain despite doxorubicin, primary screen, MRP-1 activator project, H69AR cells, CellTiter-Glo. viability increase, % at 10 µM. viability rescue. actives 0.61% (n = 140,000). AID 799, 2007;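 active = viability gain under doxorubicin at or above a set limit, the compound median plus 3 SD, cut at about 4.7% in these data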;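 note: MRP-1 overexpressing cells given doxorubicin 25 µM after compound pretreatment; 18-22 h compound pretreatment then 72 h with doxorubicin before readout; 0% = doxorubicin-only wells and 100% = vehicle-treated cells without doxorubicin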
Phagocyt inh: inhibitors of macrophage phagocytosis, primary screen, imaging, J774A.1 cells, IgG beads. J774A.1 macrophage IgG-bead phagocytosis. actives 0.07% (n = 110,000). inhibition, % at 5 µM;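 active = inhibition above the mean of the plate negative controls plus 5 SD, cut at about 13% in these data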;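 note: phagocytic index as fraction of beads internalized from green versus red external bead signal; plate controls were DMSO negative control for no effect and cytochalasin-D positive control for full effect; some results beyond the cut were filed as inactive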
HCT116 PTEN-null: growth suppression of PTEN-null HCT116, primary screen, cell-based, CellTiter-Glo; viability, % at 10 µM; actives 1.2% (n = 140,000); HCT116 PTEN-null viability, 60 h; hits give low values;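 active = viability at or below a set limit, 4 SD under the median of all tested compounds, cut at about 3.7% in these data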;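 note: PTEN knockout HCT116 line with beta catenin targeted HCT116 as companion control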
NPY Y2 blocker: NPY-Y2 receptor antagonists, primary screen, cell-based; NPY-Y2 expressing cells, antagonist mode; actives 0.99% (n = 140,000); Neuropeptide Y receptor type 2 (Homo sapiens), P49146; inhibition, % at 2.7 µM; in the data active = inhibition above about 17%;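 note: 0% = vehicle with agonist challenge and 100% = reference antagonist with challenge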
Target sequence (P49146 whole entry, looked up): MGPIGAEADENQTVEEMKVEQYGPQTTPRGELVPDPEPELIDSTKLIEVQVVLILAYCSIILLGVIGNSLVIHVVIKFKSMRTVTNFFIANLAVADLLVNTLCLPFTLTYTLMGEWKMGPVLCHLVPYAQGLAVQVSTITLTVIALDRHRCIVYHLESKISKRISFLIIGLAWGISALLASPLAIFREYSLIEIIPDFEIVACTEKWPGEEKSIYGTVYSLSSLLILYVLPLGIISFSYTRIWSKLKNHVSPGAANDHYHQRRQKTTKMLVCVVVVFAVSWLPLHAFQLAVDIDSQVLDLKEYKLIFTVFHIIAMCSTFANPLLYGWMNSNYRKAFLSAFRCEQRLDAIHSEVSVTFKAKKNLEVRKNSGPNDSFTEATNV
HCT116 bCat-KO: primary screen for growth suppressors in beta-catenin knockout HCT116 cells (colon tumor, human). HCT116 beta-catenin knockout viability, CellTiter-Glo, 60 h; hits give low values. viability, % at 10 µM. actives 1.5% (n = 140,000);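 active = viability at or under a set limit, the compound median less 4 SD, cut at about 6% in these data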;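 note: 0% = Hyamine 1622 control at 20 µM and 100% = untreated cell control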
E-sel TNF inh: E-selectin induction blockers in HUVEC – imaging, immunofluorescence, high content, primary screen. HUVEC TNFa-induced E-selectin immunofluorescence. inhibition, % at 2 µM. actives 0.71% (n = 120,000). AID 1246, 2008;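 active = inhibition above the batch mean plus 3 SD, and confirmed as a hit on visual image review, cut at about 43% in these data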;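 note: 0% = TNF-stimulated DMSO wells and 100% = unstimulated control wells; not every result past the cut was called active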
BB579 growth dn: growth inhibitors of yeast BB579 in restrictive medium, primary screen, yeast lifespan-shortening project, S. cerevisiae; OD615, 48 h; inhibition, % at 10 µM; actives 0.51% (n = 140,000); AID 804, 2007;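 active = inhibition above a set limit, 3 SD over the mean compound inhibition, cut at about 44% in these data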; note: inactives centre near -24
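System: DeaD yeast strain BB579; buffer or medium: CSMM-D dextrose restrictive medium; technique: OD at 615 nm; schedule: 4 h cell preincubation, 48 h compound exposure, 30 °C humidified; doses: single 10 µM dose; controls: amphotericin B 10 µg/mL, positive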
The depositor's hits bear a star; nt = no result given.

| Structure | GALR2 blocker | Yeast life ext | Measles CPE | MRP1 act | Phagocyt inh | HCT116 PTEN-null | NPY Y2 blocker | HCT116 bCat-KO | E-sel TNF inh | BB579 growth dn |
| --- | --- | --- | --- | --- | --- | --- | --- | --- | --- | --- |
| O=C(Cn1cccc1C(=O)c1ccccc1)NCc1ccc2c(c1)OCO2 | 6 | 1 | 16 | -2.0 | -1 | 95 | 0 | 94 | nt | -1 |
| O=C(CCn1c(=O)sc2ccccc21)Nc1nc2ccccc2s1 | 0 | -12 | 3 | 0.3 | -1 | 73 | 9 | 77 | -1 | 25 |
| Cc1cc(C)c(OCCN2C(=O)NC(C)(C)C2=O)c(Cl)c1 | 8 | -5 | 1 | -1.3 | 0 | 97 | 5 | 86 | -8 | -26 |
| CC(=O)CC(=O)NC1C2CC3CC(C2)CC1C3 (centres undefined) | -14 | -2 | 20 | 0.0 | 0 | 118 | 5 | 103 | -10 | -62 |
| CCC(=O)Oc1c(S(=O)(=O)c2ccc(C)cc2)c(C)nn1C(C)(C)C | -2 | 1 | 5 | -0.8 | -2 | 94 | 2 | 95 | 18 | -29 |
| O=C(NC1CCCCCCC1)C1CCN(S(=O)(=O)N2CCC3(CC2)OCCO3)CC1 | 0 | -19 | 4 | -1.7 | nt | 83 | -1 | 90 | -4 | -17 |
| CCOC(=O)c1[nH]c(C)c(C(=O)NC2CCN(C(=O)OCC)CC2)c1C | -4 | -4 | 5 | -2.6 | 0 | 107 | 3 | 101 | nt | 17 |
| COc1ccc(NC(=S)N/N=C2\CC(C)(C)Oc3ccc(OC)cc32)cc1 | -4 | 1 | 26 | 0.4 | -9 | 89 | 1 | 90 | nt | -40 |
| O=C(CN1CCC(NC(=O)Nc2ccccc2-c2ccccc2)CC1)NCc1ccco1 | 19 | -1 | 16 | -1.2 | -1 | 83 | 4 | 96 | 9 | -34 |
| O=C(Nc1ccccc1N1CCN(C(=O)c2ccccc2)CC1)c1ccc2c(c1)OCO2 | 11 | -3 | 6 | -4.6 | -2 | 71 | -1 | 87 | nt | -26 |
| Cc1ccc(S(=O)(=O)C2(C(=O)N(C)C3CCCCC3)CC2)cc1 | -8 | -4 | 4 | -0.2 | -3 | 91 | 1 | 97 | nt | -45 |
| COc1cc(/C=N/Nc2ccccc2)ccc1OC(=O)c1cccs1 | -1 | -6 | 8 | -2.9 | -2 | 98 | -2 | 84 | -5 | -29 |
| COc1cc(-c2nnc(-c3ccccc3)o2)cc(OC)c1OC | -3 | nt | 9 | -4.1 | nt | 84 | 3 | 79 | 2 | 6 |
| O=C(Nc1ccccc1N1CCCCC1)c1ccc(-c2cccc(Cl)c2)o1 | 0 | 0 | 1 | -3.9 | 2 | 54 | 3 | 47 | -16 | -24 |
| COc1ccc(C(=O)NC(=S)N(CCC(C)C)c2c(N)n(Cc3ccccc3)c(=O)[nH]c2=O)cc1 | 5 | -2 | 5 | -0.4 | -5 | 102 | 2 | 92 | 14 | -9 |
| CCc1ccc2[nH]c(=O)c(CN(CCN3CCCC3)C(=O)NC3CCCCC3)cc2c1 | -2 | 2 | 2 | -2.5 | -1 | 47 | 2 | 62 | -9 | -63 |
| O=C(c1cccs1)N(Cc1ccco1)C1CCS(=O)(=O)C1 (centres undefined) | -1 | 18 | 4 | -0.9 | 1 | 103 | 4 | 103 | 4 | -73 |
| Cc1cccc(NC(=S)Nc2cccc(C(F)(F)F)c2)n1 | 4 | 1 | -2 | -2.4 | -6 | 91 | 9 | 95 | nt | 2 |
| CCOc1ccc(NC(=O)c2ccc(S(=O)(=O)N(C)C)cc2)cc1 | 7 | -1 | 16 | -3.6 | 2 | 90 | 2 | 94 | -24 | -22 |
| O=C(Nc1ncn[nH]1)c1c(Cl)ccc(Cl)c1Cl | -8 | 2 | 8 | -0.5 | 1 | 92 | 6 | 90 | -22 | 4 |
| CC1(C)OC(=O)N2CCc3ccccc3C21C (centres undefined) | -5 | nt | 18 | -1.1 | nt | 99 | 0 | 95 | -26 | -40 |
| C=CCCc1ccc(C#N)c(SCc2c(C(=O)OCC)c3cc(OC(C)=O)c(Br)cc3n2C)n1 | 8 | -1 | 6 | 1.2 | -15 | 19 | 4 | 18 | 18 | -5 |
| O=C(CSCc1ccc(Cl)cc1Cl)Nc1c[nH]c(=O)[nH]c1=O | 4 | -1 | 31 | -2.0 | -4 | 94 | 2 | 87 | nt | -9 |
| COc1ccc(C2C=C(c3ccccc3)Nc3ncnn32)cc1 (centres undefined) | 14 | 2 | 12 | -0.9 | -1 | 93 | 8 | 82 | 2 | -17 |
| Cc1cccc(C)c1N(CC(=O)N1CCN(C)CC1)S(C)(=O)=O | -2 | -10 | 14 | -1.1 | -2 | 97 | 4 | 95 | -4 | -6 |
| Oc1ccc(Oc2ncc(Cl)cc2Cl)cc1 | -7 | -12 | 3 | -1.4 | -1 | 103 | 3 | 104 | 30 | -66 |
| Cn1c(SCC(=O)NC(C)(C)C)nc(O)cc1=O | -13 | -13 | 15 | 0.3 | -1 | 110 | 1 | 107 | nt | 12 |
| CC(C)NC(=O)NC(=O)COC(=O)C1CCCN1C(=O)c1cccs1 (centres undefined) | 0 | 10 | 23 | -2.1 | 0 | 91 | -2 | 95 | -28 | 3 |
| CCCSc1n[nH]c(NC(C)=O)n1 | 10 | -8 | 21 | -2.7 | 0 | 96 | 3 | 110 | nt | -4 |
| Cn1c(SCC(=O)c2ccc(-c3ccccc3)cc2)nnc1-c1ccco1 | -5 | 3 | 11 | -1.2 | -1 | 82 | 3 | 78 | -16 | -84 |
| N#CC1=C(Nc2ccccc2)SC=C(c2ccccc2)N=C1N1CCOCC1 | -6 | -7 | 8 | -2.9 | 1 | 89 | 1 | 88 | -4 | 11 |
| CCNC(=O)c1ccc(NS(=O)(=O)c2ccccc2)cc1 | 2 | 6 | 9 | 0.0 | -1 | 120 | -1 | 100 | -8 | 10 |
| Cn1c(=O)c2c(nc(NCc3ccco3)n2C)n(C)c1=O | -13 | -18 | 12 | -1.5 | -2 | 96 | 0 | 100 | -21 | -44 |
| COc1cc2[nH]c(=O)n(Cc3ccc(C(=O)NCCCN4CCC(C)CC4)cc3)c(=O)c2cc1OC | 13 | -3 | 17 | -2.1 | -1 | 93 | -1 | 86 | -71 | -33 |
| CC(NC(=O)/C=C/c1ccco1)c1nc2ccccc2n1Cc1ccccc1F (centres undefined) | 1 | 3 | 17 | -3.2 | -4 | 83 | 2 | 87 | nt | -28 |
| COc1ccc(N(CC(=O)NCC2CCCO2)S(=O)(=O)c2c(C)noc2C)cc1 (centres undefined) | 12 | -21 | 11 | -2.8 | nt | 90 | 1 | 99 | nt | -19 |

The last 3 compounds of the part above open the next one:
canonical_smiles | GALR2 blocker | Yeast life ext | Measles CPE | MRP1 act | Phagocyt inh | HCT116 PTEN-null | NPY Y2 blocker | HCT116 bCat-KO | E-sel TNF inh | BB579 growth dn
COc1cc2[nH]c(=O)n(Cc3ccc(C(=O)NCCCN4CCC(C)CC4)cc3)c(=O)c2cc1OC | 13 | -3 | 17 | -2.1 | -1 | 93 | -1 | 86 | -71 | -33
CC(NC(=O)/C=C/c1ccco1)c1nc2ccccc2n1Cc1ccccc1F (centres undefined) | 1 | 3 | 17 | -3.2 | -4 | 83 | 2 | 87 | nt | -28
COc1ccc(N(CC(=O)NCC2CCCO2)S(=O)(=O)c2c(C)noc2C)cc1 (centres undefined) | 12 | -21 | 11 | -2.8 | nt | 90 | 1 | 99 | nt | -19
COc1cc(CNc2cc(C)ccc2C)cc(OC)c1OC | 3 | -30 | 18 | -2.4 | -1 | 83 | 8 | 82 | -8 | -34
COC(=O)c1cccc(NC(=O)c2cc(OC)c(OC)c(OC)c2Br)c1 | -7 | -1 | 2 | -2.8 | -4 | 85 | 4 | 83 | nt | -50
COc1ccc(/C=N/NC(=O)c2ccc(Cl)cc2Cl)cc1COC(C)=O | -5 | -2 | 6 | -3.6 | -1 | 73 | 2 | 84 | 4 | -27
C=CCN1C(=O)S/C(=C\c2ccc3c(c2)n(C)c(=O)n3C)C1=O | 0 | 3 | 3 | -0.9 | -4 | 90 | 3 | 91 | 7 | -9
O=C(NCCNCCO)c1c(O)c2cccc3c2n(c1=O)CCC3 | 6 | 33* | 4 | -1.1 | -1 | 59 | 6 | 53 | -2 | -10
COC1CCCCC1Nc1cc(C)ccc1C (centres undefined) | 4 | -2 | 6 | -3.4 | 0 | 92 | 5 | 92 | -29 | -25
O=C(Cn1c(=O)n(-c2ccccc2)c(=O)c2oc3ccccc3c21)Nc1ccccc1 | -4 | -2 | 7 | 0.5 | -7 | 94 | 2 | 90 | nt | -23
O=C(CCN1CCN(c2ccc(Cl)cc2)CC1)Nc1nccs1 | -3 | -3 | 11 | -3.1 | 1 | 84 | 8 | 80 | -25 | -25
COc1ccc2nc(SCc3nc(N)nc(Nc4ccccc4)n3)[nH]c2c1 | 1 | -5 | 5 | -0.2 | 0 | 89 | 1 | 95 | 95* | 2
CS(=O)(=O)N1CCN(c2ccccc2NC(=O)c2ccc(-c3ccc(Br)cc3)o2)CC1 | -9 | -4 | 3 | 0.0 | 1 | 74 | 15 | 77 | 34 | -65
O=C(COC(=O)c1ccc[nH]c1=O)c1ccc(Cl)s1 | 3 | 2 | 4 | -0.8 | 0 | 86 | 2 | 87 | -30 | -33

As entered above.
Reading for CS(=O)(=O)N1CCN(c2ccccc2NC(=O)c2ccc(-c3ccc(Br)cc3)o2)CC1 in MRP1 act: 0.0
Reading for COC1CCCCC1Nc1cc(C)ccc1C (centres undefined) in Yeast life ext: -2
Reading for COc1cc(CNc2cc(C)ccc2C)cc(OC)c1OC in Yeast life ext: -30
Reading for O=C(COC(=O)c1ccc[nH]c1=O)c1ccc(Cl)s1 in E-sel TNF inh: -30
